Screening data as filed in PubChem BioAssay.
MEX-5 binding = MEX-5 zinc finger RNA-binding disruptors – biochemical, C. elegans, fluorescence polarization, MLPCN library, primary screen. Zinc finger protein mex-5 (Caenorhabditis elegans), Q9XUB2. MEX-5/FITC-TCR2 RNA binding; stronger effect = lower value. activity score (negative = inhibition of binding), % at 10 µM. 300,000 compounds, 0.38% hits;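 active = inhibition past about -25% in most replicates, and total fluorescence under double the plate's negative control median, limit read from the data; inconclusive = replicates evenly split on the limit, or fluorescence at least double controls; inactive = too little inhibition in most replicates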;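 also: 0% = DMSO and -100% = 5 µM competing unlabeled TCR2 RNA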
Target sequence (Q9XUB2 whole entry, looked up): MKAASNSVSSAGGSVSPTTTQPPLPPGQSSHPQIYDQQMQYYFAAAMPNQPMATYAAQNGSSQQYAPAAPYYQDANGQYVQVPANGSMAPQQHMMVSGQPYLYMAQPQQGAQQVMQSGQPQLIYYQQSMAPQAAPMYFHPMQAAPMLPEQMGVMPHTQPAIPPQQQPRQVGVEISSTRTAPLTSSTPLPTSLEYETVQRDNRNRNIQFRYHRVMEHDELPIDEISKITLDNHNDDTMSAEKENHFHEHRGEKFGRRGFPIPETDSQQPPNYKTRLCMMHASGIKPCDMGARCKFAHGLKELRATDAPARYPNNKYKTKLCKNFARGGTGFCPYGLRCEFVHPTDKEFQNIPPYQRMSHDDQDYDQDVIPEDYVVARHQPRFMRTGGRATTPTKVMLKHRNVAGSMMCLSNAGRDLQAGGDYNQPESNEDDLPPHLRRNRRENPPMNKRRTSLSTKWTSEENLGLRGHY
* = called active by the depositor; u = inconclusive. An excerpt; count on the stated rates, not on these rows.

Start of the data: the first 26 entries (preview)
MEX-5 binding	mol
0.1	COCCNC(=S)NN=C1CCCCCC1
4.2	Cc1ccccc1CCNC(=O)C1CCC(=O)N(CCc2cccc(F)c2)C1 (stereo not drawn)
-13	Cc1cc(NC(=O)c2cnccn2)no1
0.0	COc1ccc(C(C(=O)NCC2CCCO2)N(C(=O)c2snc(C(N)=O)c2N)c2ccccc2)cc1OC (stereo not drawn)
0.3	CC(=O)c1cnc(-c2ccccc2)s1
-5.4	N#C/C(=C(/O)c1ccc(-c2cccc([N+](=O)[O-])c2)o1)c1nc2ccccc2s1
0.3	CCN(CC)c1ccc(/C=C2\CCC(/C=C(\C#N)C(=O)Nc3ccccc3F)=C2N2CCOCC2)cc1
-1.1	O=C(NCC1COCCO1)c1ccc(OC2CCN(CCc3ccccc3)CC2)cc1 (stereo not drawn)
-0.7	O=C1C(=O)N(CCCN2CCOCC2)C(c2cccs2)/C1=C(/O)c1ccc2c(c1)OCO2 (stereo not drawn)
-3.2	Cc1cccc(C)c1NC(=O)C(C)Sc1nnc(C)n1CC1CCCO1 (stereo not drawn)
2.1	O=C1CCC(=O)N1OCCCOc1ccc(Br)cc1Cl
-12	O=C1c2ccc3c4c(ccc(c24)C(=O)N1CCCCO)C(=O)N(CCCCO)C3=O
-0.7	O=C(c1ccccc1)c1c[nH]c2cc3c(cc2c1=O)OCO3
0.4	O=C(OCC(=O)c1ccc[nH]1)c1ccc(S(=O)(=O)N2CCCCC2)cc1
-1.8	COc1ccc(-c2ccc(/C=N/NC(=O)c3cccnc3)o2)c([N+](=O)[O-])c1
-0.7	Cc1cc(C)c2c(n1)sc1c(=O)n(Cc3ccccc3Cl)nnc12
-4.4	CC1CCN(c2nc3c(c(=O)n(C)c(=O)n3C)n2CCSc2nc3ccccc3o2)CC1
-0.8	Cc1ccc(Sc2c(O)c3ccccc3n(C)c2=O)cc1
u	O=c1c(O[C@@H]2O[C@H](CO)[C@@H](O)[C@H](O)[C@H]2O)c(-c2ccc(O)c(O)c2)oc2cc(O)cc(O)c12
1.0	COCCn1c(SCC(=O)Nc2ncc(C)s2)nc2sc3c(c2c1=O)CCC3
2.1	CCC(C)n1cnc2c(c1=O)c1nc3ccccc3nc1n2Cc1ccc2c(c1)OCO2 (stereo not drawn)
1.1	C(#Cc1ccccc1)C[N+]1(CC#Cc2cccc3ccccc23)CCOCC1
-1.5	Cn1c(-c2ccccc2)c(C(=O)CCl)c2ccccc21
0.6	COc1ccc(NC(=O)C2CCCN2C(=O)Nc2ccc(OC)cc2)cc1 (stereo not drawn)
0.1	O=C(CSc1ccccc1)Nc1ccc(C(=O)Nc2ccc(O)cc2)cc1
-2.1	Cn1c2ccccc2c2nnc(SCCN3CCOCC3)nc21

Main list, from the start:
MEX-5 binding	mol
0.1	COCCNC(=S)NN=C1CCCCCC1
4.2	Cc1ccccc1CCNC(=O)C1CCC(=O)N(CCc2cccc(F)c2)C1 (stereo not drawn)
-13	Cc1cc(NC(=O)c2cnccn2)no1
0.0	COc1ccc(C(C(=O)NCC2CCCO2)N(C(=O)c2snc(C(N)=O)c2N)c2ccccc2)cc1OC (stereo not drawn)
0.3	CC(=O)c1cnc(-c2ccccc2)s1
-5.4	N#C/C(=C(/O)c1ccc(-c2cccc([N+](=O)[O-])c2)o1)c1nc2ccccc2s1
0.3	CCN(CC)c1ccc(/C=C2\CCC(/C=C(\C#N)C(=O)Nc3ccccc3F)=C2N2CCOCC2)cc1
-1.1	O=C(NCC1COCCO1)c1ccc(OC2CCN(CCc3ccccc3)CC2)cc1 (stereo not drawn)
-0.7	O=C1C(=O)N(CCCN2CCOCC2)C(c2cccs2)/C1=C(/O)c1ccc2c(c1)OCO2 (stereo not drawn)
-3.2	Cc1cccc(C)c1NC(=O)C(C)Sc1nnc(C)n1CC1CCCO1 (stereo not drawn)
2.1	O=C1CCC(=O)N1OCCCOc1ccc(Br)cc1Cl
-12	O=C1c2ccc3c4c(ccc(c24)C(=O)N1CCCCO)C(=O)N(CCCCO)C3=O

2 successive entries already listed:
MEX-5 binding	mol
0.1	COCCNC(=S)NN=C1CCCCCC1
4.2	Cc1ccccc1CCNC(=O)C1CCC(=O)N(CCc2cccc(F)c2)C1 (stereo not drawn)

Continued:
MEX-5 binding	mol
-0.7	O=C(c1ccccc1)c1c[nH]c2cc3c(cc2c1=O)OCO3
0.4	O=C(OCC(=O)c1ccc[nH]1)c1ccc(S(=O)(=O)N2CCCCC2)cc1
-1.8	COc1ccc(-c2ccc(/C=N/NC(=O)c3cccnc3)o2)c([N+](=O)[O-])c1
-0.7	Cc1cc(C)c2c(n1)sc1c(=O)n(Cc3ccccc3Cl)nnc12
-4.4	CC1CCN(c2nc3c(c(=O)n(C)c(=O)n3C)n2CCSc2nc3ccccc3o2)CC1
-0.8	Cc1ccc(Sc2c(O)c3ccccc3n(C)c2=O)cc1
u	O=c1c(O[C@@H]2O[C@H](CO)[C@@H](O)[C@H](O)[C@H]2O)c(-c2ccc(O)c(O)c2)oc2cc(O)cc(O)c12
1.0	COCCn1c(SCC(=O)Nc2ncc(C)s2)nc2sc3c(c2c1=O)CCC3
2.1	CCC(C)n1cnc2c(c1=O)c1nc3ccccc3nc1n2Cc1ccc2c(c1)OCO2 (stereo not drawn)
1.1	C(#Cc1ccccc1)C[N+]1(CC#Cc2cccc3ccccc23)CCOCC1
-1.5	Cn1c(-c2ccccc2)c(C(=O)CCl)c2ccccc21
0.6	COc1ccc(NC(=O)C2CCCN2C(=O)Nc2ccc(OC)cc2)cc1 (stereo not drawn)
0.1	O=C(CSc1ccccc1)Nc1ccc(C(=O)Nc2ccc(O)cc2)cc1
-2.1	Cn1c2ccccc2c2nnc(SCCN3CCOCC3)nc21
-3.6	CCC(C)(C)n1nnnc1C(c1cc2cc(C)cc(C)c2[nH]c1=O)N1CCN(Cc2ccc3c(c2)OCO3)CC1 (stereo not drawn)
1.5	CCn1c(SCc2ccccc2Cl)nc2nc3c(cc2c1=O)CCCC3
-1.0	CCSc1ncc(Cl)c(C(=O)N(Cc2ccc(N(C)C)cc2)C2CCS(=O)(=O)C2)n1 (stereo not drawn)
0.2	CC1CN(C(=O)c2ccc(CNS(=O)(=O)c3cccc(Cl)c3)cc2)CC(C)O1 (stereo not drawn)
-0.1	Cc1cccc(-c2cc(C(=O)Nc3ccncc3)c3ccccc3n2)c1
1.9	Nc1ccc(C2=Nc3cccc4cccc(c34)N2)cc1
-1.3	CCOc1ccccc1N(C)C(=O)c1cn(CC)c(=O)c2cc(OC)c(OC)cc12
1.5	COC(C[C@@H]1O[C@@H]1[C@@H](O)COCc1ccccc1)OC
-0.1	O=C(Nc1cccc(Cl)c1)c1ccc2c(=O)n3c(nc2c1)CCCCC3
2.4	OC12CCCCC1C(c1ccc3c(c1)OCO3)N(Cc1cccc(F)c1)CC2 (stereo not drawn)
3.6	COc1ccccc1N1CCN(S(=O)(=O)c2ccc3c4c(cccc24)C(=O)N3C)CC1
-0.5	Cc1ccc(NCc2nnc(SCC(=O)NCCc3ccccc3)n2C)cc1
0.5	O=c1c2cnn(-c3ccc(F)cc3)c2ncn1Cc1ccccn1
0.9	COC(=O)C1=C(C)NC2=C(C(=O)CCC2)C1c1cccs1 (stereo not drawn)
-0.3	Cc1ccc(C23CC4CC(CC(CN)(C4)C2)C3)cc1
-1.5	CN(C)CCCN(C(=O)/C=C/c1cccs1)c1nc2c(F)cccc2s1
-3.0	COc1ccc(C=O)c2[nH]c3c(Cl)ncnc3c12
4.0	COc1cc(S(=O)(=O)N2CCN(C(=O)c3ccccc3F)CC2)c(OC)cc1NC(C)=O
1.2	O=C(CNS(=O)(=O)c1ccc(Br)s1)N1CCN(c2ncccn2)CC1
2.7	Cc1ccccc1N(C(=O)c1snc(C(N)=O)c1N)C(C(=O)NC1CCCC1)c1ccco1 (stereo not drawn)
-1.8	CCOC(=O)N1CCN(c2nc3ccc(C)cc3n3cnnc23)CC1
3.5	COc1ccc(S(=O)(=O)NCCOc2cccc3cccnc23)cc1OC
-0.4	CCCCC(c1nnnn1CC1CCCO1)N1CCN(c2nc3ccccc3s2)CC1 (stereo not drawn)
-3.4	O=C(CCN1C(=O)C2C3CCC(C3)C2C1=O)Nc1ccc(F)cc1 (stereo not drawn)
1.2	O=C(N=Nc1c(O)[nH]c2ccc(Br)cc12)c1cc(-c2cccs2)nc2ccccc12
-1.1	COCCCNC(=O)c1c(N)n(/N=C/c2ccccn2)c2nc3ccccc3nc12
1.4	CCOc1ccc(C(=O)NCC2CCN(CC3CCCCC3)CC2)cc1
-0.1	CC(=O)c1ccc(NC(=O)CCc2c(C)nc3ncnn3c2C)cc1
0.3	COc1ccc(C(=O)N2CCc3ccc(NC(=O)c4ccccn4)cc3C2)cc1F
0.7	COc1cc(C(=O)Nc2ccc(NC(=O)C3CCCCC3)nc2)cc(OC)c1OC
-2.0	COc1cccc(NC(=O)Cn2c(=O)n(CCCC(=O)NCc3ccco3)c(=O)c3ccccc32)c1
-5.9	CC1CCc2cc(F)cc3c(O)c(C(=O)NCc4ccco4)c(=O)n1c23 (stereo not drawn)
2.0	O=C(Nc1ccccc1C(=O)O)c1ncn[nH]1
2.0	Cc1cc([N+](=O)[O-])nn1Cc1ccc(F)cc1
u	O=C1c2ccccc2-c2onc3ccc(N4CCCC4)c1c23
-1.5	Cc1ccc(-n2ncc(C(=O)Nc3cc(Cl)cc(Cl)c3)c2C2CCNCC2)cc1C
1.7	O=C(CNC(=O)Cc1ccccc1)N=Nc1c(O)n(Cc2ccc3c(c2)OCO3)c2ccccc12
-0.3	CCC(C)(C)NC(=O)C(c1cccnc1)N(CCOC)C(=O)Cn1nnc2ccccc21 (stereo not drawn)
0.8	O=C(c1cnn2c(C(F)(F)F)cc(-c3ccc(Br)cc3)nc12)N1CCOCC1
-2.4	COc1ccc(OC)c(/C=C/c2[nH]c(=O)[nH]c(=O)c2[N+](=O)[O-])c1
-2.2	NS(=O)(=O)c1ccc(NCc2c(F)cccc2Cl)cc1
u	O=C1c2cccc3c(O)ccc(c23)C(=O)N1Cc1ccco1
0.1	COC(=O)c1cccc(Nc2c3c(nc4ccccc24)CCC3)c1
-1.9	COc1cc(C2C(C(=O)c3cc4ccccc4o3)=C(O)C(=O)N2CCN2CCOCC2)ccc1OCCC(C)C (stereo not drawn)
1.2	Cc1cccc(C)c1OCC(O)CNS(=O)(=O)c1ccccc1C(=O)N1CCOCC1 (stereo not drawn)
-4.6	CCOc1ccc2[nH]c(=O)c(CN(CCO)C(c3nnnn3C3CCCCC3)C(C)C)cc2c1 (stereo not drawn)

The list goes on:
MEX-5 binding	mol
1.9	Cc1cc(Cl)c2oc(C(=O)N(C)Cc3nccn3C)c(C)c2c1
-6.2	COc1ccc(/C=C2\SC(=S)NC2=O)cc1OS(=O)(=O)c1ccc(NC(C)=O)cc1
-1.7	CCOc1ccccc1NC(=O)c1cc(-c2ccncc2)nc2c(Cl)cccc12
-1.8	CCc1ccc(/C(C)=N/NS(=O)(=O)c2ccc(OC)cc2)s1
-3.3	CCOCCCNC(=O)c1cn2c3c(ccc(Cl)c3c1=O)OC(C)C2 (stereo not drawn)
0.2	COc1ccc2c(c1)c1nnc(SCC(=O)N3CCCCC3C)nc1n2C (stereo not drawn)
-0.3	COc1ccc(-n2nc3cc(C)c(NC(=O)CC(C)C)cc3n2)cc1
-0.2	COc1cccc(N=c2oc3c(C)ncc(CO)c3cc2C(=O)Nc2ccccc2OC)c1
-1.7	O=C(/C=C/c1ccccc1)Nc1ccc(Cl)cn1
-3.8	CC(=O)c1ccc(NC(=O)c2cc3nc4c(c(C(F)(F)F)n3n2)CCCC4)cc1
2.2	CCn1c(=O)cc(SCC(=O)N2CCN(c3ccccn3)CC2)c2ccccc21
0.8	Cc1ccc(/C=C2/SC(=S)N(CCCC(=O)Nc3ccc(O)cc3)C2=O)cc1
0.3	N#C/C(C(=O)Oc1ccccc1)=C1/Nc2ccccc2-c2ccccc21
1.2	Nc1cc2nc[nH]c2cc1N
-14	Cc1n[nH]c(=S)n(NC(=O)/C=C/C(=O)Nn2c(=S)[nH]nc(C)c2=O)c1=O
-0.6	COc1ccc(-c2cc(C)nc3c(-c4ccccc4)cnn23)cc1
1.8	CCCCN(C(=O)C1CCCC1)C1CCS(=O)(=O)C1 (stereo not drawn)
-3.3	COc1cc(/C=C(\C#N)c2nc3ccccc3s2)cc([N+](=O)[O-])c1O
-3.1	Cn1c(=O)c2cn3ncccc3c2n(C)c1=O
